PTHR1 ag = qHTS for PTHR1 Agonists: Primary Screen. Parathyroid hormone/parathyroid hormone-related peptide receptor (Homo sapiens), Q03431. HEK293 GP2 PTHR1 cells, GloSensor cAMP luminescence, 1 h. Potency, µM (series often up to 115 µM), for the others: at the top dose activation, most hits filed as activators. 410,000 compounds, 0.075% hits. AID 743266, 2014; note: potency is the fitted concentration of half-maximal effect; nearly all actives have a fitted effect of over 55% in size; some results filed as inactive show a strong effect at the top dose; inactives centre near -15; many of its hits are not listed in these tables
Target sequence (Q03431 whole entry, looked up): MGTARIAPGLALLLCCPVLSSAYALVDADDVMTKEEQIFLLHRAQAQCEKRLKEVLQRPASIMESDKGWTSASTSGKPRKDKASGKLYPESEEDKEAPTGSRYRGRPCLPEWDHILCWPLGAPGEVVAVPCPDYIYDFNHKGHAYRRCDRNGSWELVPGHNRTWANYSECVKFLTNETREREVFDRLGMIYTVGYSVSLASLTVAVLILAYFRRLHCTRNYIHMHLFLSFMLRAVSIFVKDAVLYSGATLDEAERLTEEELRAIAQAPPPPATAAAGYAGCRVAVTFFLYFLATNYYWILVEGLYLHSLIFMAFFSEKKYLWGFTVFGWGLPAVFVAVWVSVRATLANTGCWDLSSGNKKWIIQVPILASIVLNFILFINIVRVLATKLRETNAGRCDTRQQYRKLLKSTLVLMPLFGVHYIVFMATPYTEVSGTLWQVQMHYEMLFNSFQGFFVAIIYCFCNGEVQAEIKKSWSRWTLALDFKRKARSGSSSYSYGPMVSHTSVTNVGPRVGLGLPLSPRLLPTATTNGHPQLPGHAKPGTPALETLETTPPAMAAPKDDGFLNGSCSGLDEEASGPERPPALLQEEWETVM
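HEK-293-derived GP2 cells expressing PTHR1 and a GloSensor cAMP reporter, 3,000/well, plated overnight, given luciferin plus IBMX (each 0.5 mM as added) for 1 h at 37 °C, then compound for 1 h at 37 °C. Luminescence was read after 15 min at room temperature.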
D3 ag = qHTS of D3 Dopamine Receptor Agonist: qHTS | D(3) dopamine receptor (Homo sapiens), P35462 | 410,000 compounds, 0.58% hits | max activation, % | D3R DiscoveRx beta-arrestin cells, luminescence, 90 min; in the data active = max activation above about 30%; note: 0% is about no effect; mostly tested at two doses, the higher about 12 µM
Target sequence (P35462 whole entry, looked up): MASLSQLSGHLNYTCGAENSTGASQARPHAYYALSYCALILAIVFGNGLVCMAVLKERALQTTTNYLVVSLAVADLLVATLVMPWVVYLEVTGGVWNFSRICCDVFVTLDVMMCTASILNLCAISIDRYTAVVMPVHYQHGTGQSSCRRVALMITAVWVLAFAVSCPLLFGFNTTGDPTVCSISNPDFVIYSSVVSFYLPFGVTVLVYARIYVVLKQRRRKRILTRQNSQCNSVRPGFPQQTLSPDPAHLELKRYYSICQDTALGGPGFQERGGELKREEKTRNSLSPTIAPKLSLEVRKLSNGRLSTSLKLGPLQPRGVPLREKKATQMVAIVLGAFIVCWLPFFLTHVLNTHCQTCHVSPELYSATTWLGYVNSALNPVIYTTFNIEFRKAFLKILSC
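Agonist mode: compounds and dopamine controls were applied to plated cells for 90 min at 37 degrees C after an overnight attachment at 1500 cells/well. Luminescent read-out followed 30 - 60 minutes at room temperature with DiscoveRx detection reagent.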
EPAC2 antagonist = qHTS for Antagonist of cAMP-regulated guanine nucleotide exchange factor 2 (EPAC2): primary screen. AID 720708, 2013. Potency, µM (highest dose often 114 µM), for the others: at the highest dose activity, negative = inhibition, most hits filed as inhibitors. 360,000 compounds, 0.18% hits. Rap guanine nucleotide exchange factor 4 (Homo sapiens), Q8WZA2. EPAC2 GEF exchange of Rap1B-BODIPY-GDP, fluorescence; note: potency is the fitted concentration of half-maximal effect; % is set by controls: 0 for no effect and ±100 for the full control effect; nearly all actives have a fitted effect of over 45% in size; many of its hits are not listed in these tables
pAkt inh = HTS Assay for Inhibitors of Akt Phophorylation: Primary Screen; Neuro2A IGF-stimulated pAkt S473 HTRF, 20 min; hits give low values; activity change, % for hits at 50 µM; 360,000 compounds, 0.32% hits; AID 651550, 2012; in the data active = activity change below about -80%; inconclusive = mostly about -51% to -80%; note: % is set by controls: 0 for no effect and ±100 for the full control effect
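Neuro2A cells (4,500/well, DMEM with 0.5% FBS) were treated with compound at a single 50 µM final concentration, stimulated with 6 nM IGF for 20 min at 37 °C, and lysed. Phospho-Akt Ser473 was read by HTRF as 665/615 ratio ×10^4.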
CCT modulator = High-Throughput Screening for Modulators of Cytosolic Chaperonin Activity; purified chaperonin ATPase assay, HTRF ADP detection, 30 min; activity change, % (concentration not given with the values), hits read low; 360,000 compounds, 0.3% hits; AID 651819, 2012; in the data active = activity change below about -30%; note: % is set by controls: 0 for no effect and ±100 for the full control effect
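We incubate TRiC, 40 or 20 nM final, with library compounds at 76 uM and 10 uM ATP for 30 min at 37 °C. ADP formed is detected with Transcreener HTRF reagents after 30 min at room temperature.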
DRD3 antagonist = qHTS of D3 Dopamine Receptor Antagonist: qHTS | D(3) dopamine receptor (Homo sapiens), P35462 | max response, negative = inhibition, % | 360,000 compounds, 2.5% hits | D3R cells, DiscoveRx beta-arrestin luminescence, antagonist mode; hits give low values; in the data active = max response below about -50%; inconclusive = no clear call, values can overlap the other calls; note: % is set by controls: 0 for no effect and ±100 for the full control effect; mostly tested at two doses, the higher about 12 µM
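Cells plated overnight at 1500 cells/well, then exposed to library compounds with dopamine controls for 90 minutes at 37 degrees C. DiscoveRx reagent added for 30–60 minutes at room temperature; luminescence read, quantitative HTS format.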
Mm-Cpn inhibitor = Inhibitors of TCP-1 ring complex (TRiC) of Methanococcus maripaludis (MmCpn): qHTS; 330,000 compounds, 0.031% hits; purified Mm-Cpn ATPase, ADP Transcreener TR-FRET; Chaperonin Mm-Cpn (Methanococcus maripaludis); Potency, µM (series often up to 76.9 µM), without a hit: top-dose activity, negative = inhibition, hits mostly inhibitors; note: potency is the fitted concentration of half-maximal effect; % is set by controls: 0 for no effect and ±100 for the full control effect; nearly all actives have a fitted effect of over 80% in size
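Measured: ADP formation by purified Mm-CPN. Conditions: 25 nM protein, 10 uM ATP, Tris pH 7.4 with Mg2+, K+ and DTT, 37°C for 30 min. Detection: Transcreener HTRF after 30 min at room temperature.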
EPAC2 agonist = qHTS for Agonist of cAMP-regulated guanine nucleotide exchange factor 4 (EPAC2): primary screen | Rap guanine nucleotide exchange factor 4 (Homo sapiens), Q8WZA2 | Potency, µM (titrated, usually from 154 µM), without a hit: top-dose activation, hits mostly activators | EPAC2 activation, biochemical qHTS; response scale: 100% = 6.5 mM cAMP response | 360,000 compounds, 0.079% hits; note: potency is the fitted concentration of half-maximal effect; nearly all actives have a fitted effect of over 50% in size
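Each well held 100 nM EPAC2, 250 nM RAP1B-BODIPY-GDP and 50 uM GDP. Fluorescence, read at 5-min intervals to 30 min, was referenced to a 6.5 mM cAMP positive control.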
Active calls of the source: *; i = inactive; u = inconclusive; x = not tested or not shown; [ ] = remark or other dose. Unless noted, calls come from the whole dose curve; as a rule, active = well fitted curve in the direction sought with a large enough effect; inconclusive = small, poorly fitted or top-dose-only effect, or another doubt; inactive = no such curve, though single readings can be large; an effect the other way counts as inactive or inconclusive. Not all compounds are listed; count on the stated rates, not on these rows.

SMILES	PTHR1 ag	D3 ag	EPAC2 antagonist	pAkt inh	CCT modulator	DRD3 antagonist	Mm-Cpn inhibitor	EPAC2 agonist
CC(=O)c1ccc(NC(=O)COC(=O)c2ccccc2Sc2ccccc2C#N)cc1	-6%	-3	-6%	i	-0.5	0	u	12%
CCOc1ccc(CN2CCN(C3CCSCC3)CC2CCO)cc1 (configuration not stated)	i	-8	-3%	i	3.9	-21	2%	3%
O=C(O)CCN1C(=O)/C(=C/c2ccc(-c3nc4ccccc4s3)o2)SC1=S	i	-3	2%	i	-0.5	-29	-1%	3%
COC(=O)c1ccc2c(CCO)c[nH]c2c1	i	4	-6%	i	-1.7	0	-5%	6%
CCn1ncc(NC(=S)Nc2ccc(OC)c(OC)c2)c1C(N)=O	-4%	2	12%	i	3.2	-12	-5%	6%
O=c1[nH]c2cccc(Cl)c2c2ccccc12	-13%	-3	6%	i	-0.9	-24	x	5%
FC(F)(F)Oc1ccc(Nc2nc3ccccc3o2)cc1	-16%	4	-4%	i	-4.1	6	0%	2%
CCCNS(=O)(=O)c1ccc(OCC(=O)NCCCOC)cc1	i	1	14%	i	-2.8	2	0%	-3%
CCc1noc(C)c1C(=O)Nc1nc2c(F)cc(F)cc2s1	-84%[inhibitor]	2	-1%	i	-3.2	-1	-1%	2%
O=C(Nc1cccc(C(F)(F)F)c1)C(Sc1n[nH]c(=O)[nH]c1=O)c1ccccc1 (configuration not stated)	i	3	-15%	i	-1.8	2	1%	-6%
Cc1cccc(Nc2ncnc3onc(-c4cccc(Cl)c4)c23)c1	-22%	22	-24%	i	-1.4	27	u	-3%
Cc1ccc([C@H]2N[C@]3(CCCN(Cc4ccco4)C3=O)[C@H]3C(=O)N(C)C(=O)[C@@H]23)cc1	-21%	-5	3%	i	-1.6	-17	x	17%
CCc1ccc(CNC(=O)CCCn2nc(C)n3ccnc3c2=O)cc1	-22%	-4	3%	i	0.9	10	-3%	5%
COc1ccc(NC(=O)COc2ccc(-n3cnnn3)cc2)cc1OC	i	-14	1%	i	-0.1	-8	-1%	10%
CCN(CC)S(=O)(=O)c1cc(C(=O)Nc2ccccn2)ccc1C	i	-1	0%	i	-2.6	9	0%	4%
NS(=O)(=O)c1cc(C(=O)OCC(=O)N2CCc3ccccc3C2)ccc1Cl	-21%	-5	-7%	i	0.3	-10	2%	13%
CN(C)c1ccnc2sc(C(=O)NCc3ccccc3)c(N)c12	i	-10	-5%	i	-3.6	-21	0%	1%
CCCCC(C(=O)NC(C)(C)C)N(Cc1ccccc1Cl)C(=O)c1snc(C(N)=O)c1N (configuration not stated)	-1%	-18	-9%	i	-2.4	-14	0%	3%
CCCCOc1ccc(/C=C/C(=O)OCC(=O)c2c(N)n(C)c(=O)n(C)c2=O)cc1OCC	i	9	3%	i	0.7	5	1%	9%
Cc1ccc(OCCOCCN2CCN(C)CC2)c([N+](=O)[O-])c1	-20%	-3	-1%	i	-1.6	-16	-2%	9%
COc1ccc(OC)c(/C=C2\N=C(c3ccccc3)OC2=O)c1	-1%	-2	102%[activator]	i	0.1	-10	0%	-200%[inhibitor]
CC(C)Nc1nnc(SCC(=O)Nc2sccc2C#N)s1	-4%	-1	8%	i	-1.6	-16	-2%	9%
CCOC(=O)CSc1nc(NCc2ccco2)c2ccccc2n1	-27%	-2	-5%	i	-2.1	-19	1%	14%
COCC(=O)N(C)c1nnc(-c2cnc(C)cn2)s1	i	-4	-8%	i	-2.8	-23	2%	12%
CCOc1cc2[nH]c(=S)n(CCCCC(=O)NCc3ccco3)c(=O)c2cc1OCC	-21%	13	-1%	i	-1.8	19	0%	11%

Continuation:
SMILES	PTHR1 ag	D3 ag	EPAC2 antagonist	pAkt inh	CCT modulator	DRD3 antagonist	Mm-Cpn inhibitor	EPAC2 agonist
COc1cccc(OC)c1C(=O)Nc1ccc2c(c1)Cc1ccccc1-2	0%	-6	-11%	i	-1.2	-18	-22%	6%
C=CCn1c(SCC(=O)N2CC(C)OC(C)C2)nnc1-c1ccncc1 (configuration not stated)	-24%	1	1%	i	-2.4	-10	2%	11%
Cc1cc(Cl)c(S(=O)(=O)NCc2cccnc2)cc1OCC(N)=O	i	-9	5%	i	1.5	-11	0%	-3%
CC(=O)Nc1ccc(S(=O)(=O)CCC(=O)O)cc1	i	0	5%	i	-4.4	-27	1%	1%
O=C(O)C1CCCCC1C(=O)Nc1cccc2ccccc12 (configuration not stated)	-10%[57.5 µM]	-1	2%	i	1.3	-1	-4%	1%
O=C(NC(=S)Nc1cc([N+](=O)[O-])ccc1O)c1cccnc1	-27%	-4	-11%	i	-0.5	-3	2%	4%
Cc1cc(OCC(=O)N2CCC(C(N)=O)CC2)c2c(C)cc(=O)oc2c1	-4%	14	-9%	i	-0.7	21	-1%	8%
CC(=N/O)/C(=N\O)c1ccc(C)o1	-19%	-1	-7%	i	1.4	14	-2%	4%
O=C(C[n+]1ccccc1)c1ccc(-c2ccccc2)cc1	-5%	-3	-5%	i	-1.1	0	1%	14%
Cc1ccc(NC(=O)NC2CCCN2S(=O)(=O)c2ccc(Cl)cc2)cc1 (configuration not stated)	-4%[57.5 µM]	-5	-5%	i	-2.1	14	2%	11%
CCOc1ccc(OCC)c(NC(=O)CSc2nnc(C3CC3)n2CC)c1	-2%	-8	6%	i	-0.3	-13	2%	11%
CCN1CCN(C(CNS(=O)(=O)c2cccs2)c2cccnc2)CC1 (configuration not stated)	i	-2	-3%	i	-0.8	4	0%	1%
CCOC(=O)C1CCCN(S(=O)(=O)c2ccc(Br)c(OC)c2)C1 (configuration not stated)	-11%	2	0%	i	-0.3	4	1%	17%
COc1ccc(C2C(C#N)=C(N)Oc3c2oc(CO)cc3=O)c(OC)c1OC (configuration not stated)	-22%[57.5 µM]	15	-4%	i	-34*	-24	1%	12%
COc1cccc(NC(=O)CN(C)C(=O)C2CCN(C(=O)c3ccccc3C)CC2)c1	i	-8	3%	i	-1.7	9	-1%	-5%
CCOc1ccc2nc(NC(=O)C3CCCN(S(=O)(=O)c4cccs4)C3)sc2c1 (configuration not stated)	i	-13	-1%	i	-2.7	-15	-1%	18%
O=C(CN1C(=O)/C(=C\c2ccccc2Br)Oc2ccccc21)NCCCN1CCOCC1	i	3	-21%	x	-2.7	-5	-6%	0%
O=c1cc(CN2CCN(c3ccccc3)CC2)c2ccccc2o1	-22%	0	8%	i	-2.0	8	x	4%
CCn1ncc(/C=C/C(=O)c2ccccc2)c1C	-39%[inhibitor]	-22	0%	i	-3.1	5	1%	13%
CNC(=O)c1cc2ccc(OC)cc2oc1=O	i	2	1%	i	1.9	17	-3%	-7%
CCOC(=O)C1CCN(c2ncnc3c2oc2ccccc23)CC1	-43%[inhibitor]	13	-7%	i	-2.5	7	0%	16%
CC(C)n1c(O)c(N=Nc2ccc(Cl)c(C(=O)O)c2)c2ccccc21	-36%[inhibitor]	-15	u	i	-2.2	-7	1%	3%
COc1ccc2[nH]c(O)c(N=NC(=N)N)c2c1	-18%	-3	-1%	i	-0.6	-2	0%	-6%
Cc1nn(-c2ccccc2)c(N)c1-c1ccccc1	-17%	1	-14%	i	0.8	3	1%	1%
Cc1cc(Br)c(NC(=O)Cn2c([N+](=O)[O-])cnc2C)cc1C	u	-2	5%	i	-0.9	-22	0%	10%
CCOC(=O)CSc1nnc(CSc2nc(N)c3c(C)c(C)sc3n2)n1-c1ccccc1	-18%	-3	-2%	i	-2.2	3	2%	2%
O=S(=O)(NCc1ccc(F)cc1)c1ccc(Br)cc1Br	-28%	1	-28%	i	2.8	10	-6%	2%
Cc1noc(C)c1S(=O)(=O)Nc1ccccc1Cl	-13%	-1	-5%	i	2.1	-7	-6%	7%
Cc1ccc(NC(=O)CSC2=Nc3ccccc3C3CC=NN23)c(C)c1 (configuration not stated)	i	-4	-10%	i	-0.3	-15	0%	-5%

9 entries from above in another layout.
SMILES | PTHR1 ag | D3 ag | EPAC2 antagonist | pAkt inh | CCT modulator | DRD3 antagonist | Mm-Cpn inhibitor | EPAC2 agonist
CCOC(=O)C1CCN(c2ncnc3c2oc2ccccc23)CC1 | -43%[inhibitor] | 13 | -7% | i | -2.5 | 7 | 0% | 16%
CC(C)n1c(O)c(N=Nc2ccc(Cl)c(C(=O)O)c2)c2ccccc21 | -36%[inhibitor] | -15 | u | i | -2.2 | -7 | 1% | 3%
COc1ccc2[nH]c(O)c(N=NC(=N)N)c2c1 | -18% | -3 | -1% | i | -0.6 | -2 | 0% | -6%
Cc1nn(-c2ccccc2)c(N)c1-c1ccccc1 | -17% | 1 | -14% | i | 0.8 | 3 | 1% | 1%
Cc1cc(Br)c(NC(=O)Cn2c([N+](=O)[O-])cnc2C)cc1C | u | -2 | 5% | i | -0.9 | -22 | 0% | 10%
CCOC(=O)CSc1nnc(CSc2nc(N)c3c(C)c(C)sc3n2)n1-c1ccccc1 | -18% | -3 | -2% | i | -2.2 | 3 | 2% | 2%
O=S(=O)(NCc1ccc(F)cc1)c1ccc(Br)cc1Br | -28% | 1 | -28% | i | 2.8 | 10 | -6% | 2%
Cc1noc(C)c1S(=O)(=O)Nc1ccccc1Cl | -13% | -1 | -5% | i | 2.1 | -7 | -6% | 7%
Cc1ccc(NC(=O)CSC2=Nc3ccccc3C3CC=NN23)c(C)c1 (configuration not stated) | i | -4 | -10% | i | -0.3 | -15 | 0% | -5%
